Screening results as filed in PubChem.
T cell HTS: modulators of CD8 T cell-vesicle binding, primary screen, mouse 2C CD8+ T cells, flow cytometry. 2C CD8+ T cell-vesicle binding; active compounds read low. calls only at 7 µM. hit rate 0.068% among 330,000. AID 2052, 2009;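 active means response, share of CD8 T cells binding vesicles, and their 90th percentile fluorescence all below set limits, cut at about 80% in these data, passing the limit was not always enough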
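material = purified 2C TCR transgenic mouse naive CD8+ T cells | controls = Unloaded micro-vesicles (low), QL9 vesicles with 0.7% DMSO (high) | detection = cytometric PE anti-B7-1 and Alexa647 anti-CD8 signals after 1% paraformaldehyde fixation | incubation = binding step 1.5 h, 37 °C, antibody labelling 20 min, ice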
M1AAP inhibition: P. falciparum M1AAP inhibitors, biochemical, fluorogenic H-Leu-NHMec substrate, 1536-well (AID 1445); Aminopeptidase N (Plasmodium falciparum (isolate 3D7)); recombinant M1AAP, H-Leu-NHMec fluorogenic kinetic assay; higher % means a stronger effect; inhibition, % at 30 µM, or IC50 in µM where a hit was titrated; hit rate 0.42% among 220,000;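 active means primary inhibition above the hit cutoff, then over 50% inhibition at one or more dose response concentrations, cut at about 23% in these data, passing the limit was not always enough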;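 further: plate controls were DMSO full reaction for no effect and no enzyme background for full effect; strong numbers were not always called active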
Dynein transport: inhibitors of GR-EGFP nuclear translocation, primary screen, dynein cargo transport inhibitor project, imaging, high-content, 3617.4 mouse cells. AID 1381, 2008. z-score, hits read low. hit rate 0.47% among 220,000. test concentration mostly 20 µM; stimulated with dexamethasone, 1 µM; active compounds read low;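 active means plate z-score of nuclear minus cytoplasmic receptor signal below a set negative limit, without overly bright fluorescence or cell loss, cut at about -3.5 in these data, passing the limit was not always enough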;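 further: z-score of nuclear minus cytoplasmic ring GR-EGFP intensity difference per well; some compounds called inactive have numbers as strong as hits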
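Schedule: 48 h induction, then 1 h compound, then 30 min agonist, 37 °C. Buffer or medium: tetracycline-free induction medium containing charcoal-stripped FBS. Reagent: 1.0 µM final dexamethasone stimulus. Evaluation: nuclear versus cytoplasmic GR-EGFP signal, averaged per well. Signal: high-content fluorescence imaging after fixation.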
Yfh1-depleted yeast: enhancers of respiration in Yfh1-depleted yeast, dose response, Friedreich's ataxia, plus single-dose screen (AID 1465). fold induction at 50 µM, or EC50 in µM where a hit was titrated. hit rate 0.074% among 220,000. S. cerevisiae Yfh1-off respiration, WST-1 reduction, 72 h; higher fold induction means a stronger effect;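 active means fold induction of absorbance versus untreated yeast above a set limit, then at least 30% activation at any dose in follow-up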;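 further: activators that raise dye reduction in frataxin-depleted yeast; strong numbers were not always called active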
MT stabilize HCS: microtubule stabilizers in HeLa cells, primary screen, imaging, high-content imaging; hit rate 0.83% among 200,000; HeLa tubulin immunostaining HCS, 24 h; share of cells brighter than vehicle mean+2SD; AID 2205, 2009; % tubulin-high responders, % at 10 µM;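 active means plate Z-score above 3 for both tubulin-high and condensed-nucleus cell shares, with cell loss under 80%, at 10 µM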;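 further: anti alpha tubulin signal scored within the nucleus-defined area of each cell; some results filed as inactive read as strong as hits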
P. falciparum M17LAP: P. falciparum M17LAP inhibitors, primary screen, biochemical, fluorogenic H-Leu-NHMec substrate, 1536-well (AID 1619); hit rate 0.38% among 220,000; Leucine aminopeptidase (Plasmodium falciparum (isolate 3D7)); inhibition, % at 30 µM, or IC50 in µM where a hit was titrated; recombinant M17LAP, H-Leu-NHMec fluorogenic kinetic assay; higher % means a stronger effect;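 active means compound inhibiting the enzyme by more than half at any dose during confirmatory dose-response retesting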;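 further: plate controls were full reaction with DMSO carrier for no effect and no enzyme background for full effect; strong numbers were not always called active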
Autophagy HCS: autophagy modulators in MEF cells, primary screen, imaging, high-content, MEF GFP-LC3 | MEF GFP-LC3 puncta imaging; test concentration mostly 10 µM | hit rate 0.98% among 190,000 | calls only at 10 µM (by protocol);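 active means percentage of spot-positive cells more than 3 SD above its plate mean, without a fluorescence outlier flag or 80% toxicity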;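 further: spot-positive cell cutoff set from DMSO-treated cells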
b-catenin transl: modulators of beta-catenin nuclear translocation, primary screen, imaging, HeLa cells, immunofluorescence, high-content; nuclear translocation activity, % at 5 µM; hit rate 0.3% among 190,000;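 active means nuclear translocation activity above 50% at 5 µM, with a well cell count of 50 or more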;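 further: per-cell ratio of nuclear to cytoplasmic median beta-catenin stain intensity; plate controls were DMSO negative control for no effect and GSK-3 inhibitor IX positive control for full effect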
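test system = HeLa cells, endogenous beta-catenin | dosing = single 5 µM dose plus 0.02–20 µM confirmation series | times = compound treatment 24 h, 37°C, 5% CO2 | technique = beta-catenin immunofluorescence imaging with DAPI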
WT yeast gro inh: growth inhibition of WT strain, primary screen, mitochondrial fusion inhibitor project, WT and mutant strains, chemical genetic. mitochondrial fusion phenotypic screen. inhibition, % at 10 µM. hit rate 2.1% among 190,000. AID 1362, 2008; in the data active means inhibition above about 58%; tested in S. cerevisiae
WT yeast gro inh mutant strain: further read-out of WT yeast gro inh, marked with its call; inhibition, %; mitochondrial fusion phenotypic screen, mutant strain inhibition
Dynein transport cytoplasmic EGFP: second read-out of Dynein transport, no call of its own (marks repeat the call); z-score; measured here: cytoplasmic GR-EGFP intensity; active compounds read high
Dynein transport nuclear GR-EGFP: second read-out of Dynein transport, no call of its own (marks repeat the call); z-score; measured here: nuclear GR-EGFP intensity;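 lower value marks the stronger effect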
Dynein transport cell count: second read-out of Dynein transport, no call of its own (marks repeat the call); z-score; measured here: cell count per field
b-catenin transl cell count 5 µM: second read-out of b-catenin transl, no call of its own (marks repeat the call); cell count; measured here: cell count, cytotoxicity flag
T cell HTS vesicle-bound %: further read-out of T cell HTS, marked with its call; double positive events, %; measured here: CD8+ vesicle-bound cell fraction;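 binding gate set so that unloaded-vesicle control wells show 10% double positive cells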
MT stabilize HCS Hoechst-high %: also measured in MT stabilize HCS; calls as there; % Hoechst-high responders; measured here: nuclear condensation Hoechst responders;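 share of cells brighter than vehicle mean plus two SD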
MT stabilize HCS cytotoxicity %: further read-out of MT stabilize HCS, marked with its call; toxicity, %; measured here: cytotoxicity by cell density;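 0% = mean cell density of plate MIN control wells and 100% = no cells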
Autophagy HCS cell loss 18 h: further read-out of Autophagy HCS, marked with its call; toxicity, %; measured here: cell loss, nuclei count;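 cell loss after 18 h compound exposure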
Numbers without * were called inactive; i = inactive; / = no result given. Not a hit list; overall some 4.4% were active at least once.

Start of the data: the first four compounds, ahead of the listing:
SMILES	T cell HTS	T cell HTS vesicle-bound %	M1AAP inhibition	Dynein transport	Dynein transport cytoplasmic EGFP	Dynein transport nuclear GR-EGFP	Dynein transport cell count	Yfh1-depleted yeast	MT stabilize HCS	MT stabilize HCS Hoechst-high %	MT stabilize HCS cytotoxicity %	P. falciparum M17LAP	Autophagy HCS	Autophagy HCS cell loss 18 h	b-catenin transl	b-catenin transl cell count 5 µM	WT yeast gro inh	WT yeast gro inh mutant strain
Cc1ccc(C(=O)NC(C)CCc2ccccc2)cc1[N+](=O)[O-] (stereo unspecified)	i	11	9%	-0.34	-0.24	-0.57	0.23	i	1.0	1.1	9.3	-7%	i	4	1.8	1377	1	0
Cc1nn(CC(=O)Nc2nnc(CC(=O)N3CCCC3)s2)c(=O)c2ccccc12	i	48	/	-0.84	-0.36	-0.64	0.87	i	2.6	3.2	14	/	i	14	-3.8	1194	/	/
COC(=O)/C=C1\SC(=Nc2ccc(OC)cc2)NC1=O	i	33	2%	-0.16	-0.33	-0.22	-0.62	i	4.3	1.3	9.4	-1%	i	3	1.8	1079	1	28
O=C(Nc1ccccc1)C(Cc1ccccc1)NC(=O)C12CC3CC(CC(C3)C1)C2 (stereo unspecified)	i	43	-1%	-0.31	-0.14	0.26	0.19	i	2.1	1.8	3.8	14%	i	-20	3.3	1322	12	3

The list itself, from the first entry:
SMILES	T cell HTS	T cell HTS vesicle-bound %	M1AAP inhibition	Dynein transport	Dynein transport cytoplasmic EGFP	Dynein transport nuclear GR-EGFP	Dynein transport cell count	Yfh1-depleted yeast	MT stabilize HCS	MT stabilize HCS Hoechst-high %	MT stabilize HCS cytotoxicity %	P. falciparum M17LAP	Autophagy HCS	Autophagy HCS cell loss 18 h	b-catenin transl	b-catenin transl cell count 5 µM	WT yeast gro inh	WT yeast gro inh mutant strain
Cc1ccc(C(=O)NC(C)CCc2ccccc2)cc1[N+](=O)[O-] (stereo unspecified)	i	11	9%	-0.34	-0.24	-0.57	0.23	i	1.0	1.1	9.3	-7%	i	4	1.8	1377	1	0
Cc1nn(CC(=O)Nc2nnc(CC(=O)N3CCCC3)s2)c(=O)c2ccccc12	i	48	/	-0.84	-0.36	-0.64	0.87	i	2.6	3.2	14	/	i	14	-3.8	1194	/	/
COC(=O)/C=C1\SC(=Nc2ccc(OC)cc2)NC1=O	i	33	2%	-0.16	-0.33	-0.22	-0.62	i	4.3	1.3	9.4	-1%	i	3	1.8	1079	1	28
O=C(Nc1ccccc1)C(Cc1ccccc1)NC(=O)C12CC3CC(CC(C3)C1)C2 (stereo unspecified)	i	43	-1%	-0.31	-0.14	0.26	0.19	i	2.1	1.8	3.8	14%	i	-20	3.3	1322	12	3
CC(OC(=O)c1cc2sccc2n1C)C(=O)NC(C)(C)C (stereo unspecified)	i	50	11%	-0.33	-0.3	0.089	0.79	i	2.5	1.0	4.4	-5%	i	-7	0.4	1038	-16	-17
COc1cc(CCC(=O)OCC(=O)Nc2ccccc2C(C)C)cc(OC)c1OC	i	41	-3%	0.48	-0.19	0.44	-0.25	i	2.7	3.6	12	-6%	i	-1	1.1	1108	-8	2
COc1ccc(NS(=O)(=O)c2ccc(-c3n[nH]c(=S)n3Cc3ccccc3)cc2)cc1	i	51	10%	-0.21	0.22	-0.017	0.12	i	/	/	/	-2%	/	/	-2.0	1393	/	/
O=C1Nc2cc3c(cc2C1=O)sc1ccccc13	i	24	4%	0.16	-0.27	0.024	-0.27	i	/	/	/	0%	/	/	0.7	908	/	/
COc1ccnc(-n2cccc2C#N)c1C#N	i	59	9%	2.5	-0.21	1.1	-0.37	i	1.3	0.9	1.9	7%	i	-14	-2.5	1162	-12	-2
COc1ccc(S(=O)(=O)NCCc2nnc3ccc(SCc4cccnc4)nn23)cc1	i	49	1%	1.5	-0.25	0.87	-0.69	i	1.3	0.9	5.9	4%	i	3	-0.1	1132	5	9
Cc1ccc2c(c1)[C@@H](O)C[C@@H](C)N2N=O	i	15	0%	0.044	-0.1	0.13	0.035	i	4.4	2.4	1.0	0%	i	9	2.1	548	3	-1
CCOc1ccc(N(CC(=O)O)S(=O)(=O)c2ccc(OC)c(OC)c2)cc1	i	46	-5%	0.75	1	0.49	-0.36	i	6.6	1.6	1.8	2%	i	11	0.3	1356	14	-1
CCC(C)C(=O)N1CCc2cc(-c3csc(N)n3)ccc21 (stereo unspecified)	i	39	7%	2.1	-0.15	1.1	-1.8	i	1.4	1.7	9.8	1%	i	3	1.2	1138	-5	5
Nc1nnc(SCc2cccnc2)s1	i	5	7%	1.4	-0.2	1.3	-0.6	i	1.7	1.7	2.3	-13%	i	-4	/	/	17	21
COc1ccc(CCCC(=O)Nc2ccccc2F)cc1	i	44	2%	2.4	-0.0073	1.1	-1.7	i	2.8	4.1	10	-9%	i	4	-1.6	571	4	-9
CC(=O)Nc1ccc(N2C(=O)CCC2=O)cc1C	i	12	6%	0.7	-0.15	0.73	-0.79	i	3.4	1.9	0.1	11%	i	-1	3.7	1182	6	3
CC/C(=N\NS(C)(=O)=O)c1ccccc1	i	19	0%	-0.78	-0.14	-0.38	0.42	i	1.4	1.2	6.7	-4%	i	1	-5.9	1034	-21	-32
COc1ccc(/C=N/NC(=O)c2cc(C)on2)c2ccccc12	i	13	-2%	-0.069	-0.051	0.17	-0.46	i	2.5	1.4	9.8	2%	i	21	/	/	-5	3
NC(=S)N/N=C1/CCSc2ccc3ccccc3c21	i	59	1%	1.8	-0.33	0.034	0.079	i	3.3	1.5	9.9	34%	i	-2	1.0	1378	76*	38*
Cc1nc(N/C(N)=N/S(=O)(=O)c2ccc([N+](=O)[O-])cc2)nc2ccccc12	i	50	1%	-0.57	-0.2	-0.011	0.54	i	1.9	2.5	11	26%	i	23	-1.1	1083	9	-9
Cn1c(=O)c2c(ncn2Cc2nnc(N)s2)n(C)c1=O	i	14	-4%	0.59	-0.25	0.63	-0.62	i	1.7	1.3	5.1	-6%	i	17	0.4	995	-7	-3
C#CCNC(=O)C1=C[C@@H](c2cn(C(C)=O)c3ccccc23)C[C@@H](OCc2ccc(CO)cc2)O1	/	/	4%	-1.3	-0.26	-0.39	0.68	i	2.8	1.6	6.1	-2%	i	-2	-1.3	1167	-13	4
CN(C)S(=O)(=O)c1cccc(NC(=O)NCCCl)c1	i	20	-1%	-0.28	-0.23	-0.027	0.56	i	/	/	/	3%	/	/	0.4	1306	/	/
Cc1c(C(=O)Nc2ccc(Cl)cc2)c2ccccn2c1CCc1ccncc1	i	47	4%	-0.2	-0.14	-0.15	-0.31	i	1.3	3.3	11	28%	i	11	2.6	999	20	-2
COc1ccc(S(=O)(=O)N2CCOCC2)cc1NS(=O)(=O)/C=C/c1ccccc1	i	26	8%	0.22	-0.26	0.35	-0.45	i	2.9	3.4	7.8	-1%	i	-5	0.3	1047	-8	8
CC12CN(S(=O)(=O)c3ccccc3)CC(C)(CN(S(=O)(=O)c3ccccc3)C1)C2	i	8	-7%	-0.48	0.33	0.032	0.051	i	2.1	1.2	9.2	-11%	i	1	/	/	-8	-9
O=C(Cn1ncn2c(cc3ccccc32)c1=O)NCCC1=CCCCC1	i	18	1%	0.22	-0.17	0.34	0.22	i	3.6	2.9	15	-4%	i	1	/	/	16	2
COc1ccc(C(=O)N/C(N)=N/c2nc3ccccc3o2)cc1	i	59	-1%	0.91	-0.01	0.91	-0.11	i	3.4	5.0	5.2	-2%	i	4	-0.6	1170	0	-4
O=c1c(Cc2c(F)cccc2Cl)c(O)ccn1CCCN1CCOCC1	i	27	1%	0.51	-0.33	0.5	-0.14	i	4.1	2.5	5.2	2%	i	-1	2.6	729	-10	9
Cc1cccc(OCc2nnc(SCC(=O)Nc3cccc(C(=O)N4CCOCC4)c3)n2C)c1	i	42	7%	1.8	0.16	0.67	-1	i	4.5	3.4	9.9	-5%	i	3	/	/	-8	-36
CCOc1ccc(S(=O)(=O)N2Cc3ccccc3CC2C(=O)NCCCn2ccnc2)cc1 (stereo unspecified)	i	59	4%	-0.012	-0.12	0.15	-0.079	i	2.8	2.4	16	6%	i	-19	-1.6	942	-6	1
CC(C)(C)NC(=S)NNC(=O)c1ccccc1Cl	i	17	-9%	-0.51	-0.26	-0.45	0.4	i	5.6	2.7	5.9	25%	i	14	1.8	1018	-2	1
CCOc1ccc(/C=C2\SC(=O)N(CCNC(=O)C3COc4ccccc4O3)C2=O)cc1OC (stereo unspecified)	i	40	0%	-1.7	-0.11	-0.6	-0.44	i	1.6	2.0	12	-4%	i	-4	1.2	1076	9	20
O=C(/C=C/c1ccccc1)N(c1ccccn1)C1CCCCC1	i	47	0%	-0.15	-0.16	-0.35	1	/	1.7	1.4	4.9	-16%	i	-24	-1.6	1054	-2	5
